Assay outcomes from PubChem.
BoNT-A LC inh2: BoNT/A light chain protease inhibitors, primary screen, biochemical, flow cytometry, MLPCN library | Botulinum neurotoxin type A light chain protease (Clostridium botulinum A str. ATCC 3502) | multiplex microsphere protease substrate cleavage | inhibition, % at 10 µM | hit rate 0.17% among 360,000 | AID 588499, 2011; also: plate controls were buffer without enzyme for full effect and enzyme alone for no effect
BoNT-F LC inh: BoNT/F light chain protease inhibitors, primary screen, biochemical, flow cytometry, MLPCN library; hit rate 0.22% among 360,000; inhibition, % at 10 µM; Botulinum neurotoxin type F light chain protease (Clostridium botulinum); Multiplex microsphere protease cleavage assay; in the data active = inhibition above about 35%, passing the limit was not always enough; inconclusive = no clear call, values can overlap the other calls; also: plate controls were buffer without enzyme for full effect and enzyme alone for no effect
GDH-TPI counter: GDH-TPI coupling enzyme inhibitors, primary screen, artefact control for M. tuberculosis FBA inhibitor project, biochemical, absorbance, full deck; GDH-TPI coupled enzyme counterscreen, NADH absorbance; inhibition, % at 4.8 µM; hit rate 1.2% among 360,000; AID 588335, 2011; in the data active = inhibition above about 30%;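 also: 0% = DMSO wells and 100% = wells lacking the enzyme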
PfHsp40 rescue: rescue of yeast from PfHsp40 toxicity, primary screen, S. cerevisiae, ATP luminescence; S. cerevisiae expressing PfHsp40, growth rescue; growth rescue, % at 12.5 µM; hit rate 0.68% among 340,000; AID 504582, 2011; in the data active = growth rescue above about 28%, passing the limit was not always enough; inconclusive = no clear call, values can overlap the other calls;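 also: yeast W303a lacking pdr1 and pdr3 grown in galactose medium; growth measured after three days at 30 °C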
FadD28 FP inh: inhibitors of FadD28 bisubstrate probe binding, primary screen, biochemical, fluorescence polarization, single point; Mycobacterium tuberculosis FadD28 fatty-acid-AMP ligase; hit rate 0.22% among 360,000; inhibition, % at 12.5 µM; in the data active = inhibition above about 8.5%, passing the limit was not always enough; inconclusive = no clear call, values can overlap the other calls
Mtb BioA inh: M. tuberculosis BioA enzyme inhibitors, primary screen, biochemical, plate reader, single point, HTS; hit rate 0.096% among 360,000; AID 602481, 2012; inhibition, % at 9.99 µM; 7,8-diaminopelargonic acid synthase BioA (Mycobacterium tuberculosis); purified M. tuberculosis BioA enzyme; in the data active = inhibition above about 40%; inconclusive = no clear call, values can overlap the other calls
Anthrax LF prot: Bacillus anthracis LF protease inhibitors, primary screen, biochemical, multiplex microsphere, MLPCN library. Lethal factor (Bacillus anthracis), P15917. multiplex microsphere protease cleavage assay. inhibition, % at 10 µM. hit rate 0.12% among 360,000; also: plate controls were buffer without enzyme for full effect and enzyme alone for no effect
Target sequence (P15917 whole entry, looked up): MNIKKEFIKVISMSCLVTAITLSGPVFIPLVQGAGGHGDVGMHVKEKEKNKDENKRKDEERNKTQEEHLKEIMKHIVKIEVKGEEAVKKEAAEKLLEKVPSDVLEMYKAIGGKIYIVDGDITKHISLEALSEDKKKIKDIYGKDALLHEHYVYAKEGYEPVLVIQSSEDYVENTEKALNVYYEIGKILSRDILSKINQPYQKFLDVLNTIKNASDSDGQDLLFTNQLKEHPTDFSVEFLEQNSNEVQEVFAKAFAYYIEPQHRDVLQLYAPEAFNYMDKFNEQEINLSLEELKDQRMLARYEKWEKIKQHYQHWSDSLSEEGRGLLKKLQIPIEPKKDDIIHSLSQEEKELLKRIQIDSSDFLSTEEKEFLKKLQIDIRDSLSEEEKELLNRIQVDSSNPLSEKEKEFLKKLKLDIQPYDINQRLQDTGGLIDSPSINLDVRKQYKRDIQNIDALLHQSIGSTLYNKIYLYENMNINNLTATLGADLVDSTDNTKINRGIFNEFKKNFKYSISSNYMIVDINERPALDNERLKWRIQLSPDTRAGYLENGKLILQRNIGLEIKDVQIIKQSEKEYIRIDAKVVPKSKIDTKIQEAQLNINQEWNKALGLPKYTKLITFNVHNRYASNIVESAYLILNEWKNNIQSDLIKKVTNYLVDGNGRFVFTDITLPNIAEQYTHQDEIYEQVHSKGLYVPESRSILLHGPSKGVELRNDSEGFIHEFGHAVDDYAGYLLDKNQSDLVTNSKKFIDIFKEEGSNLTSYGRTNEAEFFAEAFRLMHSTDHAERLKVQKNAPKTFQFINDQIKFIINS
FBA Mtb inh: Mtb FBA enzyme inhibitors, primary screen, biochemical, fluorescence, strain H37Rv. purified M. tuberculosis FBA, fluorescence read-out. inhibition, % at 1 µM. hit rate 2.3% among 360,000; in the data active = inhibition above about 27%;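 also: 0% = vehicle and 100% = reference inhibitor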
Mtb UGM inh: M. tuberculosis UGM enzyme inhibitors, primary screen, biochemical, fluorescence polarization, single point. inhibition, % at 10 µM. hit rate 0.06% among 320,000. AID 504406, 2011. purified UGM, fluorescence polarization probe displacement; in the data active = inhibition above about 10%, passing the limit was not always enough; inconclusive = no clear call, values can overlap the other calls
Numbers without * were called inactive; ? = inconclusive; . = no result given. Rule as the data show it, unless noted: active = inhibition above about 30%; inconclusive = no clear call, values can overlap the other calls; inactive = below that.

nr	SMILES	BoNT-A LC inh2	BoNT-F LC inh	GDH-TPI counter	PfHsp40 rescue	FadD28 FP inh	Mtb BioA inh	Anthrax LF prot	FBA Mtb inh	Mtb UGM inh
1	CCN(CC)CCOC(=O)c1ccc(N/C=C(/C#N)c2nc(-c3ccc(OC)c(OC)c3)cs2)cc1	8.6	-41	0	-2.1	0.4	.	-8	2	2.0
2	O=C1OCCC1Sc1nnc(-c2ccc3c(c2)OCO3)n1-c1ccccc1 (stereo unspecified)	0.3	0	0	-0.7	0.4	28	0	2	-1.1
3	CNC(=S)NNC(=O)c1sc(-c2cc(C)on2)nc1C	3.9	?	24	.	-3.1	-0.2	6	0	2.1
4	Cc1cccc(N2CCN(S(=O)(=O)c3ccc(-c4coc(C)n4)cc3)CC2C)c1 (stereo unspecified)	-0.7	5	7	4.7	-3.3	0.6	0	1	-0.1
5	CC(C)c1ccc(NC(=S)Nc2ccc3cn[nH]c3c2)cc1	0.3	5	15	-0.6	0.2	-2.7	-2	6	-0.4
6	Cc1nc2ccccc2n1S(=O)(=O)N(C)C	-0.2	1	2	-0.9	-4.0	0.3	0	-1	2.3
7	COc1ccc(NC(=O)COC(=O)CN2C(=O)NC(C)(C)C2=O)cc1	-1.4	-6	4	-0.4	-1.9	0.0	3	-1	1.4
8	c1ccc(CCNc2ncnc3c2nnn3Cc2ccccc2)cc1	-0.4	-3	-5	-0.8	0.2	-0.7	0	3	0.0
9	O=C(Nc1ccc(NC(=O)C2CCCCC2)nc1)c1cccs1	-1.7	-8	10	1.8	-1.0	.	1	1	0.2
10	O=C(CN(C(=O)c1csnn1)c1cccc(C(F)(F)F)c1)NC1CCCC1	-0.9	-26	8	-0.6	-1.2	-3.0	3	2	-2.0
11	Cc1onc(-c2ccccc2)c1C(=O)NCc1cccc(Cl)c1	-3.9	0	8	-0.2	-3.6	1.1	3	0	0.5
12	COc1cc(/C=C/C(=O)OCC(=O)Nc2cc(S(=O)(=O)N3CCOCC3)ccc2Cl)cc(OC)c1OC	-0.1	-3	-5	-0.5	-4.0	-1.2	1	7	-0.3
13	CCOC(=O)n1ccc(C(=O)Nc2ccccc2F)n1	-3.7	-13	-13	-1.2	1.9	0.3	?	2	0.5
14	CCn1c(C(=O)N2CCC(C(=O)N3CCN(c4ccccn4)CC3)CC2)cc2sccc21	-0.6	-10	6	0.3	-4.3	1.8	-5	8	-0.2
15	Cc1cccc(N2CCN(C(=O)c3ccc(CS(=O)Cc4ccc(Cl)cc4)o3)CC2)c1C (stereo unspecified)	-2.5	0	-9	7.6	-3.1	1.0	-3	-2	-3.4

Further structures
nr	SMILES	BoNT-A LC inh2	BoNT-F LC inh	GDH-TPI counter	PfHsp40 rescue	FadD28 FP inh	Mtb BioA inh	Anthrax LF prot	FBA Mtb inh	Mtb UGM inh
16	CC(C)Oc1ccc2ccccc2c1CNC[C@H]1O[C@@H](n2cnc(C(N)=O)n2)[C@H](O)[C@@H]1O	-0.1	0	5	-1.6	0.2	-0.6	0	-2	.
17	Cc1ccc(N2CC(C)Cn3c2nc2c3c(=O)[nH]c(=O)n2C)cc1 (stereo unspecified)	0.8	17	12	-0.3	-0.4	0.6	8	6	.
18	CCN(CC)c1ccc(NC(=O)COC(=O)COc2ccccc2[N+](=O)[O-])cc1	-0.7	-20	12	-0.4	2.3	.	-3	-1	1.2
19	CC(=O)OC1(C(C)=O)CCC2C3CC(C(F)(F)F)C4=CC(=O)CCC4(C)C3CCC21C (stereo unspecified)	0.1	9	-7	2.4	-4.0	14	-4	-1	.
20	CC(C)CCn1c(N)c(C(=O)NCc2cccs2)c2nc3ccccc3nc21	28	7	-4	0.2	-0.4	0.1	13	2	-1.8
21	Cc1nnc(-c2ccc(Oc3ccc(Br)cc3)c([N+](=O)[O-])c2)o1	-0.3	-2	9	-0.8	-1.9	.	0	-2	1.5
22	CCOc1cc(OCC)cc(C(=O)Nc2cccnc2)c1	-0.6	-3	-6	0.1	-4.9	14	-1	0	0.9
23	COc1ccccc1CNC(=O)C(=O)NCC1CCCO1 (stereo unspecified)	-1.0	-8	6	-1.2	-1.4	.	-2	-1	-3.9
24	Cc1cc(C)nc(N2CCCC(C(=O)NCc3cccc(C(F)(F)F)c3)C2)n1 (stereo unspecified)	-1.2	-15	14	-0.2	1.3	-1.0	0	3	0.5
25	CCC(=O)Nc1c2c(nn1-c1cccc(Cl)c1)CS(=O)(=O)C2	0.0	3	-3	-1.2	-3.6	-0.3	-3	-1	0.5
26	O=c1c(-c2ccnn2-c2ccccc2F)cnc2n1CCS2	0.1	-5	-4	0.3	0.8	-1.0	0	6	-0.6
27	CCOC(=O)c1cc2sccc2n1CC(=O)Nc1ccc2c(c1)OCCO2	0.0	-3	5	1.6	-2.8	1.0	-1	0	1.2
28	CCOC(=O)C(NC(=O)c1ccccc1)(Nc1cc(C)on1)C(F)(F)F (stereo unspecified)	-1.3	-13	-5	-1.1	-2.7	.	0	0	-1.0
29	O=C(CCC(=O)c1cccs1)NNC(=O)c1ccc(Cl)cc1	-0.3	-8	2	-0.6	-2.9	-0.8	-7	1	-1.0
30	COc1ccc(C(=O)Nc2ccc(N3CCN(C)CC3)cc2)cc1[N+](=O)[O-]	-0.4	-3	4	-0.1	-3.7	.	1	4	1.4

New compounds follow
nr	SMILES	BoNT-A LC inh2	BoNT-F LC inh	GDH-TPI counter	PfHsp40 rescue	FadD28 FP inh	Mtb BioA inh	Anthrax LF prot	FBA Mtb inh	Mtb UGM inh
31	C[C@H](O)[C@@H]1CN2CCc3c([nH]c4ccccc34)[C@@H]2C[C@@H]1N(C)Cc1cc(Cl)cc(Cl)c1	0.1	-2	-7	.	-9.6	0.4	-3	0	.
32	CC(Sc1nnc(-c2cc3ccccc3o2)n1-c1ccccc1)C(=O)O (stereo unspecified)	-0.3	-2	2	1.1	-1.3	1.8	2	4	-0.8
33	O=C(COc1coc(CN2CCN(Cc3ccccc3)CC2)cc1=O)Nc1ccccc1	0.3	2	3	4.8	-1.1	-1.1	8	8	-3.6
34	COc1ccc(SC[C@H](Cc2ccccc2)N2CC[C@@H](O)CCC2=O)cc1	0.3	-3	4	0.5	-2.9	-0.5	1	6	-1.2
35	CC1CC1C(=O)OCC(=O)Nc1ccc(S(=O)(=O)N2CCOCC2)cc1 (stereo unspecified)	-5.1	-19	5	1.1	.	-1.4	-10	-3	-0.5
36	CC1(c2ccccc2)NC(=O)N(CC(=O)Nc2ccc(N3CCOCC3)cc2N2CCOCC2)C1=O (stereo unspecified)	-2.5	2	1	-2.0	-0.5	-1.1	2	10	-2.5
37	CCC(C)C(=O)Nc1nnc(SCC(=O)NC2CCCC2)s1 (stereo unspecified)	-1.9	1	5	-2.2	-2.2	0.0	-3	0	-0.4
38	CCc1nc2ccc(C(=O)NCCCn3ccnc3)cn2c1N(CC)CCN(C)C	0.1	0	9	.	0.3	-1.3	0	-1	.
39	CCN(Cc1ccccc1)Cc1cc(OC)cc(OC)c1	1.8	3	-7	0.1	-3.3	1.3	0	-1	-2.3
40	O=C(O)c1ccc(CNCc2cccc(Cl)c2)cc1	0.2	-6	1	1.1	-1.6	.	-1	1	3.1
41	COc1ccc(N/C(C)=C2/C(=O)C(=O)N(CCO)C2c2ccc(Br)cc2)cc1 (stereo unspecified)	1.6	4	18	-1.6	-2.4	30	1	-3	-0.8
42	Cn1c2ccccc2c2cc(C(=O)O)ccc21	0.8	9	8	42*	0.5	.	-4	5	2.4
43	CC(C)c1csc(CN2CCC(N3CCC(C(=O)N4CCOCC4)CC3)CC2)n1	-0.3	-2	-5	-0.4	-3.8	-1.2	-3	-1	0.6
44	COC(=O)[C@@H](NCc1ccc(B(O)O)cc1)C(C)C	-0.3	-4	4	-0.8	0.6	-0.2	3	2	.
45	CC(=O)c1ccc(NC(=O)C2CCCC2)cc1	1.5	-16	16	0.7	-1.9	2.9	-23	2	0.4

Further compounds
nr	SMILES	BoNT-A LC inh2	BoNT-F LC inh	GDH-TPI counter	PfHsp40 rescue	FadD28 FP inh	Mtb BioA inh	Anthrax LF prot	FBA Mtb inh	Mtb UGM inh
46	O=C(COC(=O)C1CC1)Nc1ccc(Oc2ccccc2)cc1	-0.1	12	2	-0.6	-1.5	6.6	8	0	1.2
47	O=S(=O)(c1cccc2cccnc12)N1CCOCC1	0.2	-1	1	-1.6	-3.4	.	2	-1	0.8
48	O=C(NNc1nc(N2CCOCC2)nc(N2CCOCC2)n1)c1ccccc1	-0.1	-7	0	-0.1	-3.5	.	5	-2	.
49	Cc1ccc2cc(C=C(C#N)C#N)c(Cl)nc2c1	0.3	1	5	0.7	-2.4	.	-1	6	1.1
50	O=C(CC1N=C2c3ccccc3N=C(SCc3ccc(Cl)cc3)N2C1=O)NCc1ccco1 (stereo unspecified)	0.2	-9	16	1.6	-1.4	4.2	3	9	-1.8
51	Cc1ccc(S(=O)(=O)n2cnc3cc([N+](=O)[O-])ccc32)c(C)c1C	-0.1	14	15	1.0	1.4	-0.4	-5	2	1.1
52	CC(C)(C)c1ccc(-c2nnc(SCCC#N)n2C2CCCC2)cc1	-0.7	-23	-1	-0.2	-4.8	0.2	-6	-4	0.0

Seven entries out of the list, ordered by heavy-atom count, descending.
nr	SMILES	BoNT-A LC inh2	BoNT-F LC inh	GDH-TPI counter	PfHsp40 rescue	FadD28 FP inh	Mtb BioA inh	Anthrax LF prot	FBA Mtb inh	Mtb UGM inh
50	O=C(CC1N=C2c3ccccc3N=C(SCc3ccc(Cl)cc3)N2C1=O)NCc1ccco1 (stereo unspecified)	0.2	-9	16	1.6	-1.4	4.2	3	9	-1.8
48	O=C(NNc1nc(N2CCOCC2)nc(N2CCOCC2)n1)c1ccccc1	-0.1	-7	0	-0.1	-3.5	.	5	-2	.
52	CC(C)(C)c1ccc(-c2nnc(SCCC#N)n2C2CCCC2)cc1	-0.7	-23	-1	-0.2	-4.8	0.2	-6	-4	0.0
46	O=C(COC(=O)C1CC1)Nc1ccc(Oc2ccccc2)cc1	-0.1	12	2	-0.6	-1.5	6.6	8	0	1.2
44	COC(=O)[C@@H](NCc1ccc(B(O)O)cc1)C(C)C	-0.3	-4	4	-0.8	0.6	-0.2	3	2	.
49	Cc1ccc2cc(C=C(C#N)C#N)c(Cl)nc2c1	0.3	1	5	0.7	-2.4	.	-1	6	1.1
45	CC(=O)c1ccc(NC(=O)C2CCCC2)cc1	1.5	-16	16	0.7	-1.9	2.9	-23	2	0.4
